# Epigenetic mod: qHTS Assay for Epigenetic Modulators | mouse C127i GFP locus derepression, cytometry, 30 h | Potency, µM (titrated, usually from 46.1 µM), for inactives: at the highest dose GFP derepression (activation) | actives 0.09% (n = 68,000) | AID 597, 2007; note: % of control where 0% means no effect
#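 Locus derepression in mouse mammary C127i cells whose integrated CMV-GFP reporter is normally silent; GFP expression after 30 h compound treatment was quantified by counting fluorescent cells.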
# Casp1 inh: qHTS Assay for Allosteric/Competitive Inhibitors of Caspase-1; Potency, µM (highest dose often 57.5 µM), for the others: at the top dose activity change, negative = inhibition, hits mostly inhibitors; AID 900, 2007; Caspase-1 enzyme, Ac-WEHD-AFC fluorogenic rate; actives 0.03% (n = 75,000);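 note: potency is the fitted concentration of half-maximal effect; plate controls were vehicle for no effect and no substrate for full effect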
# BRCT inh red: qHTS Assay for Inhibitors of BRCT-Phosphoprotein Interaction (Red Fluorophore); Breast cancer type 1 susceptibility protein (Homo sapiens), P38398; BRCT-phosphopeptide binding, red fluorescence polarization; Potency, µM (doses to about 76.9 µM), for the others: top-dose activity change, negative = inhibition, usual class: inhibitors; actives 0.03% (n = 75,000); AID 892, 2007; note: % is set by controls: 0 for no effect and ±100 for the full control effect
#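 Fluorescence polarization: 100 nM His-tagged BRCA1 BRCT with 100 nM TAMRA-labelled phospho-BACH1 decapeptide, phosphate buffer pH 7.3 with 150 mM NaCl, DTT, 0.01% Tween 20; 12 min RT. Binding inhibition seen as FP decrease.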
# Caspase-7 inhib: qHTS Assay for Allosteric/Competitive Inhibitors of Caspase-7. recombinant caspase-7, Ac-DEVD-AFC fluorescence rate. Potency, µM (highest dose often 57.5 µM), for the others: top-dose activity change, negative = inhibition, usual class: inhibitors. actives 0.02% (n = 75,000); active = well fitted inhibition curve with a large enough effect in the main read-out, with a control signal flat, not every such curve was filed as active; note: potency is the fitted concentration of half-maximal effect; % of control where 0% means no effect
# BRCT inh green: qHTS Assay for Inhibitors of BRCT-Phosphoprotein Interaction (Green Fluorophore) | Breast cancer type 1 susceptibility protein (Homo sapiens), P38398 | BRCA1 BRCT-phosphopeptide binding, green fluorescence polarization | Potency, µM (series often up to 76.9 µM), inactives show at the highest dose activity change, negative = inhibition, actives largely listed as inhibitors | actives 0.05% (n = 75,000);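 note: potency is the fitted concentration of half-maximal effect; plate controls were peptide without protein for full effect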
#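 Fluorescence polarization: His-tagged BRCT (~35 kDa BRCA1 C-terminus, 250 nM) bound to 100 nM fluorescein-labeled phosphorylated 10-aa BACH1 peptide, pH 7.3 phosphate buffer with DTT and Tween 20. Compounds incubated 12 min at room temperature; inhibition read as lowered polarization.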
# Fluorescein autfl: qHTS Assay for Spectroscopic Profiling in Fluorescein Spectral Region; actives 0.91% (n = 59,000); max fluorescein-equivalent concentration, M; AID 593, 2007; Compound autofluorescence, 480/540 nm, fluorescein-equivalent; active compounds read high; in the data active = max fluorescein-equivalent concentration above about 10 nM
#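 Values reflect compound autofluorescence, normalized to fluorescein on the same plate and reported at each tested concentration. Conditions: 100 mM Tris pH 8.0, room temperature, 15 min, excitation 480 nm, emission 540 nm.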
# A350 autofl: qHTS Assay for Spectroscopic Profiling in A350 Spectral Region; Compound autofluorescence, 340/450 nm, Alexa 350 dye-equivalents; active compounds read high; max dye-equivalent concentration, M; actives 11% (n = 59,000); in the data active = max dye-equivalent concentration above about 10 nM
# 4MU fluor: qHTS Assay for Spectroscopic Profiling in 4-MU Spectral Region; compound autofluorescence, 340/450 nm, 4-MU equivalents; active compounds read high; max dye-equivalent concentration, M; actives 11% (n = 59,000); AID 589, 2007; in the data active = max dye-equivalent concentration above about 10 nM
#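 Intrinsic fluorescence at 340/450 nm (ex/em) was read after 15 min at room temperature in pH 8.0, 100 mM Tris. Each compound concentration expressed as 4-MU-equivalent concentration from a six-point 4-MU standard series on each plate.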
# Active calls of the source: *; i = inactive; / = not tested or not shown; [ ] = remark or other dose. Unless noted, calls come from the whole dose curve; as a rule, active = well fitted curve in the direction sought with a large enough effect; inconclusive = small, poorly fitted or top-dose-only effect, or another doubt; inactive = no such curve, though single readings can be large; an effect the other way counts as inactive or inconclusive. These rows are one share of the data; the hit share may differ from the screen's.
SMILES,Epigenetic mod,Casp1 inh,BRCT inh red,Caspase-7 inhib,BRCT inh green,Fluorescein autfl,A350 autofl,4MU fluor
COc1cc2nc(N3CCN(C(=O)C4COc5ccccc5O4)CC3)nc(N)c2cc1OC (stereo not given),-3.8%[20.6 µM],/,/,/,/,i,3.89e-07M*,3.51e-07M*
C[C@H]1[C@H](C)CC[C@]2(C(=O)O)CC[C@]3(C)C(=CCC4[C@@]5(C)C[C@@H](O)[C@H](O)[C@@](C)(CO)[C@@H]5CC[C@]43C)[C@H]12 (stereo not given in full),/,-4.8%,-0.5%,-6.6%,-0.2%,/,/,/
